KKLEB tox: reduces viability of KKLEB cystic fibrosis airway cells; KKLEB CF airway cells viability, ATPlite luminescence, overnight; stronger effect = lower value; cells stimulated with P. aeruginosa culture filtrate; activity change (cytotoxicity), % at 5 µM; AID 602141; 360,000 compounds, 0.36% hits;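 active means corrected activity change at or below -50% at 5 µM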
NCOA1 inh: inhibits human SRC1 coactivator; Q15788; HEK293 GAL4-SRC1 luciferase reporter, luminescence; inhibition, % at 3.6 µM; 360,000 compounds, 0.12% hits; AID 588354;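 active means inhibition above the campaign mean plus 3 SD, with each screening campaign given its own cutoff, cut at about 60% in these data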;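 further: 0% = DMSO treated cells and 100% = gossypol at 36 µM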
Shn3 inh set2: inhibitors of Schnurri-3 3'UTR reporter in osteoblasts; Clone20 osteoblast Shn3 3'UTR firefly luciferase, 24 h; inhibition, % at 12.5 µM; 360,000 compounds, 0.52% hits;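 active means mean inhibition of at least 75% with every replicate also reaching 75%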;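 further: 0% = median of neutral control wells and 100% = pilot-screen positive control compound; some compounds past the cut are filed as inactive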
TROY signal inh: TROY signaling inhibition. 360,000 compounds, 0.98% hits. Q293 LMP1-TROYcd NF-kB luciferase reporter, 4 h. inhibition, % at 10 µM. AID 1347056;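 active means compounds whose plate-normalised and pattern-corrected inhibition of the luciferase reporter signal at the single screening dose is 50% or more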
CF NFkB inh: blocks PAF-induced NF-kB reporter in cystic fibrosis cells | KKLEB NF-kB-GFP reporter, GFP fluorescence overnight | inhibition, % at 5 µM | 360,000 compounds, 0.86% hits;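 active means at least 50% inhibition at 5 µM, scaled per plate between neutral and stimulator controls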;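 further: PAF is a Pseudomonas aeruginosa culture filtrate used as stimulus; plate controls were PAF-stimulated DMSO wells for no effect and unstimulated DMSO wells for full effect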
SRC3 inh: inhibits human SRC3 coactivator. HEK293 GAL4-SRC3 luciferase reporter, luminescence. 360,000 compounds, 0.17% hits. Q9Y6Q9. inhibition, % at 3.6 µM;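 active means inhibition above a per-campaign cutoff, the mean of all compounds plus 3 SD, cut at about 60% in these data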;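 further: 0% = DMSO-treated cells and 100% = gossypol-treated cells at 36 µM; higher means less SRC3-driven luciferase light from the GAL4 reporter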
C8 TRAIL sens: sensitizes caspase-8 expressing cells to TRAIL; NB7+C8 cells + TRAIL, ATPlite viability luminescence; inhibition (viability loss, TRAIL sensitization), % at 10 µM; 360,000 compounds, 1% hits;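 active means compounds causing at least 50% loss of cell viability in the single-dose screen, relative to plate controls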
LRH-1 inv ag: suppresses constitutive activity of human LRH-1 | O00482 | HEK293T StAR-luciferase reporter, LRH-1 transfected, 24 h | inhibition, % at 3.6 µM | 360,000 compounds, 0.13% hits | AID 602396;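 active means inhibition above the mean inhibition of all tested compounds plus 3 SD, cut at about 73% in these data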;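 further: 0% = DMSO wells and 100% = reporter-only cells lacking LRH-1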
TWEAK-Fn14 inh: blocks TWEAK-Fn14 interaction in a reporter cell assay; AID 1159606; inhibition, % at 10 µM; 360,000 compounds, 2% hits; TWEAK-stimulated Fn14 reporter cells, luciferase luminescence, 8 h; in the data active means inhibition above about 50%
COUP-TFII inh: NR2F2 (human) inhibition, primary screen. P24468. HEK293T NGFI-A luciferase reporter, luminescence. inhibition, % at 8.6 µM. 370,000 compounds, 0.7% hits;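 active means inhibition above a per-plate cutoff, mean inhibition of test wells between control levels plus 3 SD, cut at about 38% in these data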;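 further: cells cotransfected with COUP-TFII expression vector driving the NGFI-A reporter; 0% = median of COUP-TF2 test wells and 100% = reporter-only cells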
EBV LMP1 NFkB: reduces LMP1-driven NF-kappaB luciferase signal; inhibition, % at 12.5 µM; LMP1-induced NF-kappaB luciferase reporter cells, luminescence; 350,000 compounds, 0.69% hits; in the data active means inhibition above about 41%;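 further: 0% = neutral control wells and 100% = reference inhibitor control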
* hit, by the source's call; . = not tested or not shown.

Values run as follows: KKLEB tox, NCOA1 inh, Shn3 inh set2, TROY signal inh, CF NFkB inh, SRC3 inh, C8 TRAIL sens, LRH-1 inv ag, TWEAK-Fn14 inh, COUP-TFII inh, EBV LMP1 NFkB
COc1cccc(C2C(C(=O)c3cccs3)=C(O)C(=O)N2CCN(C)C)c1OC (stereo not drawn)
    -3, 16, 9, 1, -1, -5, -31, 0, 7, 12, 0
O=C1CCN(Cc2ccccc2)CCN1[C@H](CSc1ccccc1)Cc1ccccc1
    14, 8, -9, -22, 9, 3, -2, -8, 7, 0, -8
NC1=NC2(CCCCC2)N=C(Nc2ccc(Br)cc2)N1
    0, -40, -3, 6, 15, 6, -4, 6, -13, 9, -3
c1coc(CNc2nc3ccccc3n2CCN2CCOCC2)c1
    -1, 9, 10, 15, 11, 5, -9, -10, -4, 4, 0
CC(C)(C)c1ccc(C(=O)NCCC(=O)NNC(=O)COc2ccccc2F)cc1
    2, -2, -12, -18, -8, -16, 7, 1, -22, 8, 1
O=C(Nc1c(C(=O)N2CCOCC2)cnn1-c1ccccc1)c1ccc([N+](=O)[O-])cc1
    -11, -5, -18, -12, 11, 10, 0, 8, 0, 2, 4
CC1(C)CC(=O)C2=C(C1)N(Cc1ccc(F)cc1)C(=O)C2(NC(=O)c1cccnc1)C(F)(F)F (stereo not drawn)
    8, -5, -41, 6, -6, -37, -6, 1, 1, 4, -1
Cc1ccc(NC(=O)CCc2c(C)nn(-c3ccc(N4CCCCC4)nn3)c2C)cc1C
    6, -64, -5, -21, -31, -35, 6, -47, -35, -46, -16
Cc1ccccc1C(=O)N1CCC(C(=O)N2CCN(Cc3ccc4c(c3)OCO4)CC2)CC1
    -2, 4, 8, -16, 5, -7, -1, -2, 26, -3, 7
CC1CC(C)CN(CC(=O)c2c[nH]c3ccccc23)C1 (stereo not drawn)
    14, -24, 5, 1, -15, -10, 2, 8, 4, 15, 2
O=S(=O)(Nc1ccc2c3c(cccc13)CC2)c1ccc(F)cc1
    8, -8, 14, 15, -16, -3, -2, 23, -2, 13, 0
COC(=O)[C@H](CO)N1C(=O)[C@@H]2[C@H](C1=O)C1C=C[C@H]2C1
    -5, -1, -2, 4, -13, -1, -11, -8, -2, 13, 4
COc1ccc(N2C(=NC(=O)C3CCCCC3)SC3CS(=O)(=O)CC32)cc1OC (stereo not drawn)
    2, -6, 2, 1, 18, 6, -16, 2, -17, 15, -1
O=C(NCc1cccnc1)c1cn(-c2ccccc2)nc1-c1ccccc1
    -9, 2, -49, -20, 7, 5, 6, -1, -9, -21, -5
Cc1ccc(-c2nc3ccccc3c(=O)n2N)cc1
    9, -42, 4, 8, -5, -10, 7, 0, -2, 5, 2

Some of the entries above, reformatted.
> Cc1ccc(NC(=O)CCc2c(C)nn(-c3ccc(N4CCCCC4)nn3)c2C)cc1C
  KKLEB tox: 6; NCOA1 inh: -64; Shn3 inh set2: -5; TROY signal inh: -21; CF NFkB inh: -31; SRC3 inh: -35; C8 TRAIL sens: 6; LRH-1 inv ag: -47; TWEAK-Fn14 inh: -35; COUP-TFII inh: -46; EBV LMP1 NFkB: -16
> Cc1ccccc1C(=O)N1CCC(C(=O)N2CCN(Cc3ccc4c(c3)OCO4)CC2)CC1
  KKLEB tox: -2; NCOA1 inh: 4; Shn3 inh set2: 8; TROY signal inh: -16; CF NFkB inh: 5; SRC3 inh: -7; C8 TRAIL sens: -1; LRH-1 inv ag: -2; TWEAK-Fn14 inh: 26; COUP-TFII inh: -3; EBV LMP1 NFkB: 7
> CC1CC(C)CN(CC(=O)c2c[nH]c3ccccc23)C1 (stereo not drawn)
  KKLEB tox: 14; NCOA1 inh: -24; Shn3 inh set2: 5; TROY signal inh: 1; CF NFkB inh: -15; SRC3 inh: -10; C8 TRAIL sens: 2; LRH-1 inv ag: 8; TWEAK-Fn14 inh: 4; COUP-TFII inh: 15; EBV LMP1 NFkB: 2

Later entries
Values run as follows: KKLEB tox, NCOA1 inh, Shn3 inh set2, TROY signal inh, CF NFkB inh, SRC3 inh, C8 TRAIL sens, LRH-1 inv ag, TWEAK-Fn14 inh, COUP-TFII inh, EBV LMP1 NFkB
CC(C)(C)CN1C(N)=NC[C@@H]1Cc1ccc(O)cc1
    14, -7, 4, 6, 2, -4, -6, 10, 2, -10, 2
O=C(CSc1nnc(-c2ccccc2F)n1C1CC1)NCc1ccco1
    -8, 3, -2, 8, 8, -1, -7, 1, -1, 7, 1
Cn1cccc1CC(=O)N/N=C/c1ccc(Cl)cc1
    4, 4, 14, -16, 0, -5, -5, -47, 2, -12, 3
CCCCOCCCNC(=O)CN1C(=O)c2ccccc2C1=O
    10, 9, 1, -1, -5, -7, -6, 10, -8, 21, 3
O=C(CSc1ccc2ccccc2n1)NCCCN1CCCC1=O
    -1, -24, 5, -3, 15, -7, -10, -23, 5, 4, -4
Cc1ccc(S(=O)(=O)N[C@H](C(=O)OCC(=O)NC(=O)C2CCCCC2)C(C)C)cc1
    -4, 0, 2, 4, -14, -3, -13, 9, -12, -1, 0
COc1ccc(C2=NN(S(C)(=O)=O)C(c3cccs3)C2)cc1OC (stereo not drawn)
    0, -56, -62, -44, 0, -42, -3, -81, -25, -33, -9
CC1(C)Cc2ccccc2C(/C(=N\Nc2cccc(Cl)c2)C(N)=O)=N1
    -12, 13, 42, 27, 27, 17, -4, -6, 56*, 0, 0
COc1ccc(S(=O)(=O)N2CCC(C(=O)NCCc3ccc4c(c3)OCO4)CC2)cc1
    1, 4, 8, -11, 7, 12, 4, -3, 1, 4, -9
CCOC(=O)c1ccc(NC(=O)Cc2coc3cc4c(cc23)CCC4)cc1
    -2, 8, 0, 20, 10, -12, 1, -10, 6, 16, 10
O=C(NCCCN1CCOCC1)c1cc(-c2ccc(F)cc2)on1
    1, -15, 10, -17, -11, 13, -2, 29, -76, 25, 14
CCOC(=O)C1(S(=O)(=O)c2ccc(Cl)cc2)CCN(Cc2ccc(C)cc2)CC1
    -2, -29, 15, -5, 2, -3, 4, -22, -3, 8, 1
Cc1cc(NC(=O)c2ccc([N+](=O)[O-])o2)ccc1NC(=O)c1ccco1
    -16, -30, -6, -13, 73*, -8, -7, 48, -2, -3, -27
Cc1cc(C)cc(OCCn2nnc3ccccc32)c1
    -8, -39, -5, -35, 15, -36, -2, -44, -50, -38, -29
O=C(COc1ccccc1)N(Cc1ccco1)c1ccc(O)cc1
    -2, 9, 20, -1, -8, 16, 1, 16, 7, 0, 5

Additional compounds follow.
Values run as follows: KKLEB tox, NCOA1 inh, Shn3 inh set2, TROY signal inh, CF NFkB inh, SRC3 inh, C8 TRAIL sens, LRH-1 inv ag, TWEAK-Fn14 inh, COUP-TFII inh, EBV LMP1 NFkB
CCC1CCCCN1C(=O)CSc1nnc(-c2cccc(Cl)c2)o1 (stereo not drawn)
    5, -24, -75, -57, -10, -42, 3, -62, -16, -10, -22
CC(NC(=O)CCC(=O)N1CCCCCC1)c1ccccc1 (stereo not drawn)
    2, -23, -4, 1, 10, -12, -9, 13, 10, 1, 6
COc1ccc(NC(=O)Cn2c(=O)n(-c3ccc(CC(=O)NCc4ccco4)cc3)c(=O)c3ccccc32)cc1
    13, 10, 8, -16, 9, -25, -11, -2, -12, -2, 4
CCCN(CCC)S(=O)(=O)c1ccc(C(=O)N2CCC(=O)c3ccccc32)cc1
    6, -14, -32, -4, -11, 1, -3, 1, 16, 7, -17
O=C(O)CC(NC(=O)/C(=C/c1ccccc1)NC(=O)c1ccccc1)c1ccccc1 (stereo not drawn)
    -6, -9, -13, -7, 7, 8, 4, 13, 8, 1, 2
COc1cc(OC)c(C2C=CC(=O)CC2)c(OC)c1 (stereo not drawn)
    ., ., ., 2, ., ., -4, 29, 22, -5, .
NC(=O)C1CCCN(C(=O)c2ccc(Cl)c(S(=O)(=O)N3CCc4ccccc43)c2)C1 (stereo not drawn)
    2, -3, 35, 26, -10, 9, 5, 0, 0, 22, 1
COc1ccc(C2/C(=C(/O)c3cnn(-c4ccccc4)c3C)C(=O)C(=O)N2CCN(C)C)cc1OC (stereo not drawn)
    7, -2, 9, -15, 1, 11, 10, 16, -5, 5, -5
CC1CCCCC1NC(=O)CCn1ccc2cc(S(=O)(=O)N3CCCC3)ccc21 (stereo not drawn)
    0, 6, 3, -21, -2, 11, 21, -2, 10, ., 4
Cc1ccccc1C(=O)N1CCC1(C)C(=O)NC(C)C (stereo not drawn)
    1, 8, -6, -1, -3, 7, -13, 6, 1, 2, .
O=C(Nc1nnc(C2CCCC2)s1)C1CCC1
    9, -24, -36, -23, -4, -14, -2, -20, -5, -19, -13
Cc1ccccc1C(=O)NCCCNC(=O)c1cnccn1
    0, -37, 4, 25, 6, -1, 9, -9, 45, -8, -1
COc1ccc(C(=O)Cn2c(NCCCO)nc3ccccc32)cc1OC
    -9, 2, 4, -11, 7, -7, -4, -1, -15, -9, 5
CC1=Nc2ccccc2/C1=C\c1sc(Nc2ccc(C)cc2)nc1O
    -22, 4, 9, 26, 42, 14, -36, 30, 55*, -63, 9
CSc1nnc(-c2ccc(Cl)cc2Cl)o1
    0, -34, -47, -56, -5, -22, 1, -50, -33, -36, -21

(more compounds)
Values run as follows: KKLEB tox, NCOA1 inh, Shn3 inh set2, TROY signal inh, CF NFkB inh, SRC3 inh, C8 TRAIL sens, LRH-1 inv ag, TWEAK-Fn14 inh, COUP-TFII inh, EBV LMP1 NFkB
CC(C)N(CCO)C(=O)C(c1ccccc1)c1ccccc1
    0, 0, 1, 4, -4, 1, -2, 2, -1, -3, 7
Cc1ccc(S(=O)(=O)N(C)C)cc1NC(=O)COC(=O)Cc1ccsc1
    14, 8, -14, 9, -18, 9, 12, 6, -10, 6, -4
O=C(CN1C(=O)c2cccc3cccc1c23)N1CCN(Cc2ccc3c(c2)OCO3)CC1
    2, 6, -9, 5, -4, -2, -5, 29, 19, -7, -3
Cc1cc(-c2csc(Nc3ccccn3)n2)ccc1F
    -9, -81, -53, -10, -3, -84, 26, -123, 51*, -39, -78
CCC(=O)c1ccccc1OCCN1CCN(CC)CC1
    1, -6, -14, -4, -2, 12, -3, 9, -1, -1, -2
Cc1ccc(C)c2[nH]c(=O)c(CN(CCN3CCCC3)C(=O)Nc3cccc(Cl)c3)cc12
    2, -4, 18, 2, 0, -12, 10, 3, -29, 3, 7
NC1=C(Cl)C(=O)c2ccc(S(N)(=O)=O)cc2C1=O
    -95*, 90*, 98*, 86*, 89*, 90*, 92*, 95*, 108*, 85*, 88*
CCCCN(C)C(=O)c1ccc2c(c1)N(CC)C(=O)c1ccccc1S2(=O)=O
    13, 4, 6, 3, -18, 2, 13, -1, -1, 9, 7
C=CCNC(=S)Nc1ccc2nsnc2c1
    1, -5, 3, -45, -6, 8, 0, 11, -13, -27, 1
CC1CCN(S(=O)(=O)c2ccc3ncn(CC(=O)N(C)C4CCCCC4)c(=O)c3c2)CC1
    -5, -22, -8, 2, 0, -1, -8, 19, 15, 6, 0

Compound activity: PubChem, several laboratories

These rows are one share of the data; count on the stated rates, not on these rows.
